# CHT allo act: CHT positive allosteric modulators, primary screen, cell-based, membrane potential dye, choline EC20; CHT-expressing cells; stronger effect = higher value; LV-AA mutant CHT in HEK293 cells; B-score at 10 µM; actives 0.49% (n = 310,000);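 active = initial fluorescence not abnormally high and integrated response B-score, plate-corrected, over 3 SD above library mean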
# Target sequence (Q9GZV3 whole entry, looked up): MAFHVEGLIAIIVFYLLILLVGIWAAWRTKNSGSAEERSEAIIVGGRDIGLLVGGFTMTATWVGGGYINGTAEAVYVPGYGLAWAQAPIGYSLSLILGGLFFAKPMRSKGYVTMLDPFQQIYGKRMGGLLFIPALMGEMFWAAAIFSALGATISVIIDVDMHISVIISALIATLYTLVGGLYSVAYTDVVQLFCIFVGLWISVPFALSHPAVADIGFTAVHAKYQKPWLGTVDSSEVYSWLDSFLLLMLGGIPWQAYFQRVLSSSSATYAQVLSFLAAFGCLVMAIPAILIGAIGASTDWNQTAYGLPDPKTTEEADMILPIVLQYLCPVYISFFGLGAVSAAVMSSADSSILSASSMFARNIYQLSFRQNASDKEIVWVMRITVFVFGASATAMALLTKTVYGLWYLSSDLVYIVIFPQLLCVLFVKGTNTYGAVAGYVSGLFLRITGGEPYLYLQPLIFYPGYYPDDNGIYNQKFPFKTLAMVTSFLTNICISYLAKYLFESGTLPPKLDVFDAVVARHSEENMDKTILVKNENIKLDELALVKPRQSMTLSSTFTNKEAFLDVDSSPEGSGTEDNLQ
# CHT block: inhibitors of human choline transporter CHT; B-score at 10 µM; High affinity choline transporter 1 (Homo sapiens), Q9GZV3; actives 0.86% (n = 310,000); CHT-expressing cells, membrane potential dye, choline response; stronger effect = lower value;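 active = B-score over 3 SD under the library average, and starting fluorescence ratio not unusually high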;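 also: choline stimulus applied at its EC90 after an EC20 pre-addition; B-score computed on integrated fluorescence ratio after choline addition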
# * = called active by the depositor; i = inactive.
SMILES,CHT allo act,CHT block
COc1ccc(Nc2nc(N)nc(COc3ccc(OC)cc3)n2)cc1,i,i
COc1ccc(CCC(=O)NNC(=O)c2ccc(OC)cc2)cc1,i,i
N/C(=N\OC(=O)c1ccc(F)cc1)c1cccc([N+](=O)[O-])c1,i,i
COCCCNC(=S)N(Cc1ccccc1)Cc1ccccc1,i,i
Cc1ccc(NC(=S)N2CCC(NC(=O)c3ccc(F)cc3)CC2)cc1C,i,i
COc1ccc(NC(=O)CCCc2c[nH]c3ccccc23)cc1OC,i,i
CC(=O)Nc1nnc(SCc2ccc(C(=O)Nc3ccccc3F)cc2)s1,i,i
O=C1NC(=S)N/C1=C\C=C\c1ccccc1,i,i
CC(=O)Nc1ccc(C(=O)Nc2ccc3c(c2)OCO3)cc1,i,i
O=C(Nc1nnc(COc2ccc(F)cc2)s1)c1cccs1,i,i
COc1ccc(C2C=C(c3ccccc3)Nc3ncnn32)cc1 (centres undefined),i,i
O=C(Cc1cccs1)Nc1nnc(Cc2ccccc2)s1,i,i
COC(=O)C1CC(O)CN1C(=O)Nc1ccccc1 (centres undefined),i,i
COc1ccccc1CSc1ncc(-c2ccc([N+](=O)[O-])cc2)[nH]1,i,i
O=C(Nc1ccc(F)cc1)c1ccc(-n2cncn2)c([N+](=O)[O-])c1,i,i
N#CC[C@H](Cc1ccccc1)N1CCN(CCc2ccccc2)CCC1=O,i,i
Cn1nc(C(=O)OCC(=O)Nc2cccc(S(=O)(=O)N3CCCC3)c2)c2ccccc2c1=O,i,i
COc1ccc(Cl)cc1NC(=O)CN(C)C(=O)Cc1ccsc1,i,i
Cc1ccc(Nc2cc(C)nn2-c2nc(C)cc(=O)[nH]2)cc1,i,i
COc1ccc(CCNC(=O)C(=O)NCC2OCCN2S(=O)(=O)c2ccc(F)cc2)cc1OC (centres undefined),i,i
COc1ccc2c(c1)C1NC(=S)N[C@@](C)(O2)C1C(=O)Nc1ccccc1 (some centres undefined),i,i
Cc1ccc(NC(=O)c2cnccn2)cc1,i,i
C=C(C)CNC(=S)N1CCNC(=O)C1CC(=O)OC (centres undefined),i,i
CCC(=O)NCCNc1nc2cc(C)c(C)cc2cc1C#N,i,i
O=C(NCCc1ccc(Cl)cc1)C1CCN(S(=O)(=O)N2CCCCC2)CC1,i,i
O=C(Cc1ccc(Br)cc1)Nc1ccc(Cl)cc1,i,i
Brc1ccc(OCCOCCN2CCOCC2)cc1,i,i
Cc1ccc(C(=O)NCCCNCCCNC(=O)c2ccc(C)nc2)cn1,i,i
COc1ccc(CC(=O)Nc2ccc3nc(C)sc3c2)cc1OC,i,i
Cc1n[nH]c(=O)nc1NCc1ccc(Cl)cc1,i,i
CCc1c(C)nc(SCC(=O)N2CCN(c3ccccc3OC)CC2)[nH]c1=O,i,i
Cc1ccc(-n2c(=O)c(C#N)cc3c(=O)n4cccc(C)c4nc32)cc1,i,i
Cc1[nH]n(-c2ccccc2)c(=O)c1N=Nc1cccc(Cl)c1,i,i
COc1ccccc1CN1C(=S)SC(C)(C)C1NO (centres undefined),i,i
Cc1ccccc1C(=O)c1c[nH]c(C(=O)NCCc2ccccn2)c1,i,i
CCOc1cc(Br)c(C(C)NC(=O)c2cccnc2)cc1OCC (centres undefined),i,i
O=C(COC(=O)CN=C1NS(=O)(=O)c2ccccc21)Nc1ccccc1OC(F)F,i,i
Cc1ccc2nc(-c3ccc(-c4ccccn4)s3)cn2c1,i,i
Cc1cccc(N2CCN(C(=O)c3nn(C)c4c3CS(=O)(=O)c3ccccc3-4)CC2)c1C,i,i
C[C@H](NC(=O)c1ccc(Cl)cc1)C(=O)NCCc1ccc(S(N)(=O)=O)cc1,i,i
Cc1c(C(=O)O)cccc1-n1c(C)cc(/C=C(/C#N)C(=O)NCc2ccccc2)c1C,i,i
CCOC(=O)N1CCC(NS(=O)(=O)c2ccc(C)c(Cl)c2)CC1,i,i
CCOC(=O)c1c(NC(=O)COc2ccc3ccc(=O)oc3c2)sc(C(=O)N(C)C)c1C,i,i
CCCCN=C(C)C1=C(O)CSC1=O,i,i
Cc1cc(C)cc(-c2nc(-c3ccncc3)no2)c1,i,i
CCCCn1c(N)c(N(CC)C(=O)c2cc(C)cc(C)c2)c(=O)[nH]c1=O,i,i
Cc1ccc(SC(C)C(=O)NCc2cccnc2)cc1 (centres undefined),i,i
COc1ccc(C(=O)N(C)Cc2ccc(C)o2)cc1OC1CCN(C(C)=O)CC1,i,i

# Brought forward from above: 7 compounds, followed by the next part.
SMILES,CHT allo act,CHT block
CCOC(=O)N1CCC(NS(=O)(=O)c2ccc(C)c(Cl)c2)CC1,i,i
CCOC(=O)c1c(NC(=O)COc2ccc3ccc(=O)oc3c2)sc(C(=O)N(C)C)c1C,i,i
CCCCN=C(C)C1=C(O)CSC1=O,i,i
Cc1cc(C)cc(-c2nc(-c3ccncc3)no2)c1,i,i
CCCCn1c(N)c(N(CC)C(=O)c2cc(C)cc(C)c2)c(=O)[nH]c1=O,i,i
Cc1ccc(SC(C)C(=O)NCc2cccnc2)cc1 (centres undefined),i,i
COc1ccc(C(=O)N(C)Cc2ccc(C)o2)cc1OC1CCN(C(C)=O)CC1,i,i
Clc1ccc(Nc2c3c(nc4ncnn24)CCC3)cc1,i,i
CCOC(=O)/C(=N\Nc1ccccc1Cl)N1CCN(c2ccccc2OC)CC1,i,i
CCCOc1c(OC)cc(Cl)cc1C1NC(=O)NC(C)=C1C(=O)NCc1ccccc1 (centres undefined),i,i
CN(C)c1nnnn1Cc1ccc(Cl)cc1Cl,i,i
C=CCn1c(NC(C)c2cc(Cl)ccc2O)nc2ccccc21 (centres undefined),i,i
S=C1NCN(Cc2ccco2)CN1c1cccc2ccccc12,i,i
Brc1cccc(CNCc2cccs2)c1,i,i
O=C(NC(=S)Nc1cc(-c2nc3ccccc3[nH]2)ccc1Cl)c1ccc2c(c1)OCO2,i,i
O=C(COc1nsnc1N1CCOCC1)Nc1ccc(Br)cc1,i,i
COc1ccc(/C=N/n2cnnc2SCc2ccccc2)cc1,i,i
COc1cc(C(=O)Nc2ccc3c(c2)C(=O)N(CCC(=O)O)C3=O)cc(OC)c1OC,i,i
O=c1[nH]c(CSc2nnc(COc3ccccc3)n2-c2ccccc2)nc2ccccc12,i,i
COc1ccccc1NC(=O)Nc1nc(CC(=O)Nc2ccccc2F)cs1,i,i
CCn1nnc(NC(=O)c2ccco2)n1,i,i
CC(=O)c1c(C)n(CC(=O)NCc2ccco2)c2ccccc12,i,i
Cc1ccc(C(=O)N2CCN(S(=O)(=O)c3ccc(Br)cc3)CC2)o1,i,i
COc1ccc(/C=C/C(=O)NNc2cc(=O)n(C)c(=O)n2C)cc1OC,i,i
O=S1(=O)CCC(n2nccc2-c2ccccc2)C1 (centres undefined),i,i
Cc1cccc(C(=O)Nc2nnc(S(=O)(=O)N(C)Cc3ccco3)s2)c1,i,i
COc1ccccc1CNC(=O)[C@H](C)NC(=O)C1CCN(C(=O)[C@@H](N)CCSC)CC1,i,i
COC(=O)c1ccccc1NC(=O)/C=C/c1ccco1,i,i
C=CCOC(=O)C1=C[C@H](c2ccc(Br)cc2)C[C@H](OCc2ccc(CO)cc2)O1,i,i
O=C1Nc2cc(Cl)c(Cl)cc2N(O)N1c1ccccc1Cl,i,i
Cc1ccc2c(N)c(C)ccc2c1,i,i
N/C(=N\OC(=O)c1ccc(Cl)cc1[N+](=O)[O-])c1cccnc1,i,i
Cc1onc(-c2ccccc2Cl)c1C(=O)N1CCN(c2cccc(Cl)c2)CC1,i,i
O=C(CCCCl)NC(=S)Nc1ccc(CN2CCOCC2)cc1,i,i
CC(C)(C)c1nnc(NC(=O)c2cccnc2Cl)s1,i,i
N#Cc1ccsc1NC(=O)COC(=O)c1ccc2ccccc2c1,i,i
Cn1c(=O)c2c(ncn2CC(=O)N/N=C/C=C/c2ccco2)n(C)c1=O,i,i
O=C(Cc1cccs1)NCCn1ccc2ccccc21,i,i
COc1ccc(N=Nc2c(C)n[nH]c2C)cc1,i,i
C=CSc1sc(Cl)c(N(C)C)c1[N+](=O)[O-],i,i
CCSc1nnc(NC(=O)c2ccco2)s1,i,i
CCOC(=O)C1(Cc2cccc(OC)c2)CCCN(Cc2c(C)nn(C(C)C)c2C)C1 (centres undefined),i,i
C1CCC2=NCCCN2CC1,i,i
O=C(c1ccco1)N1CCN(Cc2cc(=O)c(OCc3cccc(Cl)c3)co2)CC1,i,i
Cc1cccc(OCC(=O)NNC(=O)Cn2c(=O)cnc3ccccc32)c1,i,i
COc1ccccc1OCCn1cc(/C=N/NC(=O)c2ccncc2)c2ccccc21,i,i
CS(=O)(=O)Nc1ccc(C(=O)NCc2ccco2)cc1,i,i
O=C(COC(=O)c1ccc(Cl)c(S(=O)(=O)N2CCCC2)c1)NC1CCCC1,i,i
CSc1cc(-c2ccc(Cl)cc2)c(C(=O)NC(C)C)s1,i,i
O=C(O)C1CCCCC1C(=O)Nc1nccs1 (centres undefined),i,i
O=[N+]([O-])c1cc(S(=O)(=O)N2CCCC2)ccc1N/N=C1/CCCc2ccccc21,i,i
COc1ccccc1Oc1nc(-c2cccnc2)nc2ccccc12,i,i
COc1cccc(NC(=O)CSc2nc3ccccc3c(=O)n2Cc2cccs2)c1,i,i
CCCn1ccc2c(OCC(=O)Nc3ccc(NC(C)=O)cc3)cccc2c1=O,i,i
CC(NC(=O)c1ccc(Cl)s1)C1CCCO1 (centres undefined),i,i

# Of the compounds above, these contain bromine:
SMILES,CHT allo act,CHT block
O=C(Cc1ccc(Br)cc1)Nc1ccc(Cl)cc1,i,i
Brc1ccc(OCCOCCN2CCOCC2)cc1,i,i
CCOc1cc(Br)c(C(C)NC(=O)c2cccnc2)cc1OCC (centres undefined),i,i
Brc1cccc(CNCc2cccs2)c1,i,i
O=C(COc1nsnc1N1CCOCC1)Nc1ccc(Br)cc1,i,i
Cc1ccc(C(=O)N2CCN(S(=O)(=O)c3ccc(Br)cc3)CC2)o1,i,i
C=CCOC(=O)C1=C[C@H](c2ccc(Br)cc2)C[C@H](OCc2ccc(CO)cc2)O1,i,i

# (more compounds)
SMILES,CHT allo act,CHT block
COc1cc(/C=c2\s/c(=C(/C#N)C(=O)N3CCCC3)n(-c3ccccc3)c2=O)ccc1O,i,i
Cc1cccc(OCc2nc3c4c(ncn3n2)-c2ccccc2CC42CCCC2)c1,i,i
CC(C)[C@H](NC(=O)OCc1ccccc1)C(=O)OCC(=O)N1CCN(c2ccccc2)CC1,i,i
O=C(Nc1nnc(SCc2ccc(F)cc2)s1)c1cnccn1,i,i
COc1cc(/C=N/NC(=O)c2cc[n+]([O-])cc2)ccc1O,i,i
Cn1cccc1Cc1nnc(SCC(=O)Nc2ccc(F)cc2F)n1-c1ccc(F)cc1,i,i
COc1ccc2nc3oc(C(=O)NC4CCN(Cc5ccccc5)CC4)cc3cc2c1,i,i
O=S(=O)(c1ccc2nc(N3CCN(c4ccc(F)cc4)CC3)ccc2c1)N1CCCCC1,i,i
CCCCCCOc1ccc(OC(=O)c2cccnc2)cc1,i,i
Cc1ccc2c(CN3CCCc4ccccc43)cc(=O)oc2c1C,i,i
O=C(O)CCN1C(=O)C2C3C=CC(C2C1=O)C1C(=O)N(CCC(=O)O)C(=O)C31 (centres undefined),i,i
c1ccc(SSc2ccccn2)nc1,i,i
CCc1cc2c(=O)c(-c3nc4ccccc4n3C)c(C(C)C)oc2c(CN2CCN(C)CC2)c1O,i,i
O=[N+]([O-])c1ccc(CNc2cccc(Cl)c2)s1,i,i
COc1cc(OC)cc(C(=O)NCC(=O)N2CCN(c3ccc(O)cc3)CC2)c1,i,i
Cc1cccc(Nc2c([N+](=O)[O-])c(=O)n(C)c3ccccc23)c1,i,i
CC(=O)C1=C(O)C(=O)N(Cc2ccccc2)C1c1ccc(F)cc1 (centres undefined),i,i
COc1ccc(NS(=O)(=O)NC(=O)c2c(C)n(C)c3ccccc23)cc1,i,i
COc1ccc(C2=NOC(C(=O)N3CCOCC3)C2)cc1OC (centres undefined),i,i
O=C(NNC(=O)c1ccc(-c2ccccc2)cc1)Nc1ccccc1F,i,i
O=C(c1ccc(OCC2CCCO2)cc1)N1CCN(c2ccccc2)CC1 (centres undefined),i,i
COc1ccc(CCNC(=O)c2cnc3ccccn3c2=O)cc1,i,i
Cc1cccc(C(=O)NCC(=O)NCCSc2ccc(Br)cc2)c1,i,i
Cc1cc(=O)n2[nH]c(-c3ccccc3)cc2n1,i,i
CCN1CCN(Cc2c(C(=O)N/N=C(\C)c3ccc(Cl)c(Cl)c3)nnn2-c2nonc2N)CC1,i,i
CCN1C(=O)N[C@@H](c2cccc(C(F)(F)F)c2)C(C(=O)OC)=C1C,i,i
Cc1c(C)c2ccc(OCC(=O)N3CCN(c4ccc(F)cc4)CC3)c(C)c2oc1=O,i,i
CSc1nnc(N2C(=O)C(O)=C(C(=O)c3ccco3)C2c2ccc(F)cc2)s1 (centres undefined),i,i
CCOC(=O)C(=CNc1cc(Cl)c(-c2ccco2)c(Cl)c1)C(=O)OCC,i,i
CS(=O)(=O)N(Cc1ccccc1)c1ccc(C(=O)Nc2ccc3c(c2)OCO3)cc1,i,i
COc1ccc(-c2n[nH]c3c2CN(C(=O)c2ccccc2)CC3)cc1,i,i
O=C(NCc1ccccn1)C(=O)NCc1ccccn1,i,i
Cc1ccc(NC(=S)NNC(=O)C2CC2c2ccc(C)cc2)cc1 (centres undefined),i,-5.55*
COc1cccc(C(=O)Nc2ccc3c(c2)CCCN3C(=O)c2cccs2)c1OC,i,i
Cc1sc2ncnc(N3CCN(S(=O)(=O)c4ccc(F)cc4)CC3)c2c1C,i,i
O=c1oc2ccc([N+](=O)[O-])cc2c(N2CCOCC2)c1[N+](=O)[O-],i,i
Cc1ccc(CNC(=O)c2cc(-c3ccccc3)nn2Cc2cc(C)no2)cc1,i,i
CCc1ccc(CN(C)C(=O)CCc2nnc(CCc3cccc(OC)c3)o2)nc1,i,i
COC(=O)NCc1ccc2c(c1)OCO2,i,i
